DDE Tn6 FP inh: DD(E)-Tn6 binding inhibition, primary FP screen; P02675; 370,000 compounds, 0.21% hits; inhibition, % at 8.3 µM; Fibrin DD(E) TRITC-Tn6 fluorescence polarization displacement;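 active = inhibition above a per-campaign cutoff: mean of compounds within control limits plus 3 SD, cut at about 15% in these data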;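 note: 0% = median of all compound wells on the plate and 100% = blocking peptide control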
Tn7 DDE FP: disrupts Tn7 cyclic peptide binding to fibrin D-Dimer-E complex | P02675 | FP displacement of FITC-Tn7 peptide from fibrin DD(E); 0% = median of compound wells per plate | inhibition, % at 8.3 µM | 370,000 compounds, 0.13% hits | AID 720508;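 active = inhibition above the mean of compounds falling within the control limits plus 3 SD of them, cut at about 14% in these data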;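 note: 0% = plate median of compound wells and 100% = 10 µM Aha-Tn7 peptide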
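assay system = human clot-derived fibrin DD(E) complex | quantity = Fibrin-DD(E) at 2 µM final | timing = 10 min preincubation, 3 h with tracer, room temperature | signal = fluorescence polarization | measure = percent inhibition | benchmarks = high control wells with 10 µM unlabelled Aha-Tn7 peptide (full inhibition) | replicates = singlicate testing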
ADAM10 inh: ADAM10 inhibition, QFRET primary screen. O14672. recombinant ADAM10, EDANS/DABCYL FRET peptide cleavage, 3 h. inhibition, % at 7 µM. 370,000 compounds, 0.62% hits. AID 720582;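 active = inhibition above a per-campaign cutoff equal to the mean of compounds falling between control-based bounds plus 3 SD, cut at about 20% in these data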;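 note: 0% = DMSO wells while the 100% control is not disclosed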
Target sequence (O14672 214-748 limits assumed): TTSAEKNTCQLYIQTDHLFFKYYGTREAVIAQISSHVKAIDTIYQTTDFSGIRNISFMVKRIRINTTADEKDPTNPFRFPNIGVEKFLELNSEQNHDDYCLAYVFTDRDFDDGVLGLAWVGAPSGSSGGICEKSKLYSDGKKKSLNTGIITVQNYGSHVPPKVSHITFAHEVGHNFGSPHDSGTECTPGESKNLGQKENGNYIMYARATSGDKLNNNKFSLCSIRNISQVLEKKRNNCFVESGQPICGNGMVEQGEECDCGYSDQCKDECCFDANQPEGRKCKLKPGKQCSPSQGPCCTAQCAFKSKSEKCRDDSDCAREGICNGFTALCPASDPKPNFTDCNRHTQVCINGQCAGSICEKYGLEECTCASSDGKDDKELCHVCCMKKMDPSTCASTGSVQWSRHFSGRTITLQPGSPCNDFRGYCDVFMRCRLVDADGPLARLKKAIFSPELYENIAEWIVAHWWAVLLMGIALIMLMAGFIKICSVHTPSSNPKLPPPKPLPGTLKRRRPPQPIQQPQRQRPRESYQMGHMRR
SIAE primary: human SIAE inhibition, primary screen; 370,000 compounds, 0.69% hits; SIAE FP-Rh probe binding, fluorescence polarization; AID 1053197; inhibition, % at 9.66 µM;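 active = inhibition above a cutoff: mean of compounds within the control limits plus 3 SD of those, cut at about 17% in these data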;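 note: 0% = plate median of compound wells and 100% = probe without SIAE protein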
TDP2 inh: blocks human TDP2 phosphodiesterase activity; O95551; recombinant TDP2, T5PNP hydrolysis, p-nitrophenol absorbance 415 nm; inhibition, % at 12.8 µM; 370,000 compounds, 0.34% hits;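 active = inhibition above the mean of all tested compounds plus 3 SD, set per campaign, cut at about 25% in these data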;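 note: 0% = DMSO with enzyme and 100% = buffer with substrate but no TDP2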
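test system = human TDP2 enzyme | input = TDP2 enzyme at 120 nM final | medium = 50 mM Tris-HCl pH 7.5 with Mg2+, KCl, DTT, BSA | also added = T5PNP substrate, 5 mM | times = 2 h at 37 °C | technique = epi absorbance | benchmarks = high control without enzyme, low control DMSO plus TDP2 | replication = each compound tested once, singlicate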
ADAM17 inh: inhibits human ADAM17. recombinant ADAM17, EDANS/DABCYL FRET peptide cleavage. AID 720648. inhibition, % at 6.95 µM. P78536. 370,000 compounds, 0.83% hits;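 active = inhibition above the mean of compounds lying between control limits plus 3 SD, set per campaign, cut at about 8.5% in these data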;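 note: 0% = DMSO-only wells as the low control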
PLCg1 inh: PLC-gamma1 (human) inhibition, primary screen. P19174. purified PLC-gamma1, fluorogenic substrate, fluorescence. inhibition, % at 12.2 µM. 370,000 compounds, 0.84% hits. AID 720700; in the data active = inhibition above about 9.5%
ARFGAP1 inh: inhibits rat ARF GTPase activating protein 1; Arfgap1-stimulated ARF1 GTP hydrolysis, GDP FP detection; inhibition, % at 16.5 µM; AID 651572; 360,000 compounds, 0.26% hits; Q62848;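 active = inhibition above a per-plate limit, mean inhibition of low control wells plus 3 SD, cut at about 25% in these data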;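 note: 0% = DMSO wells with enzyme and 100% = wells lacking Arfgap1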
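Replicates: Single well per compound | Assay system: Truncated rat Arfgap1 GAP domain | Control set: No-Arfgap1 wells (100%) versus DMSO full-reaction wells (0%) | Times: Enzyme reaction 120 min at 25 °C after 20 min preincubation | Reagent: Human ARF1(Δ1-17)-GTP substrate | Measured by: Tracer-displacement fluorescence polarization with EDTA stop, 620/688 nm | Measure: Percent inhibition of Arfgap1-stimulated GTP hydrolysis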
ASAP1 inh: inhibitors of human ASAP1 ArfGAP activity | inhibition, % at 16.5 µM | ASAP1-stimulated ARF1 GTP hydrolysis, GDP FP detection | 360,000 compounds, 0.19% hits | AID 624377; in the data active = inhibition above about 25%;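 note: 0% = vehicle with enzyme and substrate and 100% = no enzyme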
Target sequence (Q9ULH1 325-724 limits assumed): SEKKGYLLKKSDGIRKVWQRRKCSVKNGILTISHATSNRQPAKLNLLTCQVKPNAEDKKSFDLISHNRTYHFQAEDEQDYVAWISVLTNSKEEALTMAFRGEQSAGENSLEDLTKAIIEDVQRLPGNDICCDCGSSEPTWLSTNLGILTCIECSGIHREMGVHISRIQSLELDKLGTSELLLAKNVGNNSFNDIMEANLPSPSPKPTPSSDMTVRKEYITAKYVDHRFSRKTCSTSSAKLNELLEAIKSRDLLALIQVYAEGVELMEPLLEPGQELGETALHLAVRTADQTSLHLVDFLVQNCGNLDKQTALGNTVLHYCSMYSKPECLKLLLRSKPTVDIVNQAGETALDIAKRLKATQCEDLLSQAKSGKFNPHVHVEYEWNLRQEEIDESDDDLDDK
PLCb3 inh: blocks human PLC-beta3 enzyme activity | inhibition, % at 12.2 µM | Purified PLC-beta3, fluorogenic substrate, fluorescence | Q01970 | 370,000 compounds, 0.18% hits; in the data active = inhibition above about 11%;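 note: 0% = median of compound wells on plate and 100% = full blocker control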
The depositor's hits bear a star.

Each structure is followed by: DDE Tn6 FP inh | Tn7 DDE FP | ADAM10 inh | SIAE primary | TDP2 inh | ADAM17 inh | PLCg1 inh | ARFGAP1 inh | ASAP1 inh | PLCb3 inh
#1 COC(=O)CCCC1=CC2=CC(=O)C(C)(OC(=O)c3cccs3)C(=O)C2=CN1CCN1CCOCC1 (stereo not drawn)
→ 11 | 4 | -12 | 1 | 5 | -6 | -12 | -11 | 3 | -17
#2 COc1ccc(C(=Cc2ccccc2)C(=O)O)cc1
→ -7 | -4 | -12 | 4 | -5 | -3 | 4 | 1 | 8 | -11
#3 COc1cccc(NC(=O)CN(C)C(=O)c2ccc(OCC3CCCO3)cc2)c1 (stereo not drawn)
→ 2 | -2 | -5 | -4 | -11 | 0 | -3 | 2 | -4 | -8
#4 COc1cc(C(=S)N2CCCC2)ccc1OC(=O)c1ccc(Cl)cc1[N+](=O)[O-]
→ -3 | -6 | 11 | 6 | -1 | 5 | 5 | 6 | 14 | 3
#5 Cc1noc(C)c1COc1ccc(C(=O)OCC(=O)NC(=O)C2COc3ccccc3O2)cc1 (stereo not drawn)
→ 3 | 0 | 13 | 4 | 0 | -3 | 5 | 6 | 9 | 4
#6 COc1cccc(CN(C)C(=O)c2ccccc2SCC(=O)N2CCCC2)c1
→ 0 | -2 | -3 | 3 | -4 | 1 | -2 | 4 | 2 | -10
#7 CCCc1n[nH]c(=O)[nH]1
→ -8 | -4 | 0 | -1 | -8 | -4 | 2 | -4 | -1 | 2
#8 CCC(CC)C(=O)c1c[nH]c(C(=O)OC)c1
→ 3 | 4 | 1 | -6 | -8 | 1 | 1 | 8 | -6 | 2
#9 COc1ccc(S(=O)(=O)Nc2cccc3c2O[C@H](CN(C)C(=O)Nc2ccc(C(F)(F)F)cc2)[C@@H](C)CN([C@H](C)CO)C3=O)cc1
→ 0 | 3 | 21* | -20 | -18 | 16* | 9.9* | -2 | 3 | 5
#10 CC(C)(C)C(C(=O)NC1CCCC1)N1CCN(c2ncccc2C#N)CC1 (stereo not drawn)
→ 0 | -4 | -25 | 2 | 4 | -10 | -11 | -7 | 3 | -18
#11 O=C(CSc1nnnn1C1CCCCC1)N1CCOCC1
→ 5 | 0 | 7 | -1 | -1 | 0 | -1 | -5 | 4 | -2
#12 COC(=O)C(NNc1ccccc1)(NC(=O)c1ccc(F)cc1)C(F)(F)F (stereo not drawn)
→ 8 | 1 | -2 | 1 | 8 | -2 | 0 | 13 | -5 | 3
#13 O=C(NC1CCCCC1)C(c1ccccc1)N(C(=O)c1csnn1)C1CC1 (stereo not drawn)
→ 4 | 4 | 1 | -5 | 6 | -2 | 1 | -4 | -3 | -4
#14 NC(=O)C[C@H](N)c1cn([C@@H](CC(N)=O)C(=O)N2CCNCC2)nn1
→ -1 | -5 | -1 | 5 | 9 | 3 | 5 | 1 | 12 | 1
#15 CCC(C)Oc1ccccc1C1CC(=O)NC2=C1C(=O)CCC2 (stereo not drawn)
→ -1 | -3 | 1 | 4 | 3 | -1 | 2 | 6 | -11 | 3
#16 COc1ccc(N2CCN(C(=O)COC(=O)CNC(=O)c3ccc(C)cc3)CC2)cc1
→ 6 | 0 | -4 | -10 | 23 | -4 | -2 | -4 | 0 | -3
#17 CCn1c(C)c(C(C)=O)c(N2CCN(c3ccc(F)cc3)CC2)nc1=S
→ -8 | 4 | -7 | 1 | -11 | 1 | 2 | 8 | 6 | -8
#18 Cc1ccc(N2C(=O)c3ccccc3C2=O)cc1
→ -3 | -3 | 4 | 0 | -24 | 1 | 8 | -5 | 4 | 1
#19 COc1ccc(S(=O)(=O)N2CCOCC2)cc1NC(=O)c1ccncc1
→ -5 | 9 | -18 | -4 | -10 | -3 | 1 | 10 | 2 | -5
#20 Cc1ccccc1-c1n[nH]c(=S)n1Cc1ccccc1
→ -11 | -9 | 2 | -3 | -6 | -1 | 0 | -6 | -4 | 1
#21 Cc1cccc(-n2nnc(C(=O)NCc3ccccc3)c2N)c1
→ 2 | 8 | 2 | 1 | -3 | 6 | 1 | -3 | 1 | -1
#22 Cc1cc(C)c(C)c(S(=O)(=O)NCCCN2CCOCC2)c1C
→ 4 | -1 | -2 | 4 | 3 | -5 | -2 | 2 | 0 | -3
#23 Nc1nc(-c2ccc([N+](=O)[O-])cc2)c(C(=O)Nc2ccc(Cl)cc2)s1
→ 1 | 4 | -2 | -4 | 3 | 1 | 0 | -9 | 5 | -9
#24 COc1ccccc1/C=C/C=N/Nc1cccc(C(=O)O)c1
→ 3 | 2 | -63 | 4 | -4 | -38 | -167 | 8 | -6 | -247
#25 COCc1cc(Sc2ccc(OC)cc2)nc(-c2ccccc2)n1
→ 0 | 2 | -2 | -10 | -9 | -2 | -1 | 8 | 14 | 1
#26 C=CCN(c1ccccc1)S(=O)(=O)c1cccc(C(=O)NCC(c2ccc(F)cc2)N2CCOCC2)c1 (stereo not drawn)
→ 0 | 7 | -13 | 0 | 1 | 1 | 5 | 8 | -1 | 0
#27 O=c1[nH]c(=S)ccn1C1OC(CO)C(O)C1O (stereo not drawn)
→ 7 | -1 | -13 | 2 | -2 | -3 | 5 | -4 | 1 | 5
#28 Cn1c(C(=O)O)cc2cc(F)ccc21
→ -10 | -5 | 0 | 0 | -10 | -1 | 3 | -10 | -5 | 1
#29 CCCNS(=O)(=O)c1ccc(-n2cnnn2)c(OC)c1
→ -5 | -11 | 6 | -3 | -2 | -2 | 4 | 17 | 1 | 2
#30 COc1ccc(C(=O)Nc2ccc(N3CCOCC3)cc2)cc1S(=O)(=O)N1CCOCC1
→ -9 | 0 | -1 | 3 | -10 | 1 | -3 | -5 | -8 | 1
#31 O=C(CN1c2cccc3cccc(c23)S1(=O)=O)Nc1ccccc1F
→ 13 | -2 | -137 | 9 | 4 | -44 | -132 | -1 | 4 | -198
#32 Cc1ccc(S(=O)(=O)N2CCC(C(=O)OC3CCOC3=O)CC2)cc1C (stereo not drawn)
→ 6 | -3 | -13 | 2 | -10 | -3 | -2 | -7 | -8 | -2
#33 CS(=O)(=O)N(Cc1ccccc1F)c1ccccc1
→ -2 | -6 | -4 | 2 | 0 | -4 | -1 | -8 | 1 | 2
#34 CCc1cccc2c(=O)c(C(=O)N3CCCCCC3)c[nH]c12
→ -2 | 5 | -6 | 5 | 7 | -5 | 1 | 3 | 3 | -2
#35 O=C(C1CC1)N1CCc2cc(S(=O)(=O)N3CCCc4ccccc43)ccc21
→ -6 | -4 | 2 | -1 | 13 | -1 | 2 | -5 | 4 | 6
#36 CN(C)S(=O)(=O)c1cccc(COC(=O)c2ccc(Cl)cc2O)c1
→ -14 | -2 | 5 | 17 | -16 | 3 | 3 | 0 | 12 | -6
#37 C=C(C)COc1ccc(-c2nc(N)ncc2-c2ccc(OC)cc2)c(O)c1
→ -9 | -2 | 27* | -9 | -24 | 16* | -12 | 7 | 17 | -22
#38 Cc1nn(C)c(C)c1S(=O)(=O)N1CCC(C(=O)NCCC2=CCCCC2)CC1
→ -2 | -6 | 2 | 3 | -6 | -4 | 1 | 9 | -4 | 4
#39 O=C(CCC(=O)N1CCOCC1)NCCc1ccc(Cl)cc1Cl
→ -2 | 2 | -6 | 6 | -1 | -5 | -1 | 11 | 0 | -6
#40 O=C(NC1CCCC1)C(c1ccco1)N1CCC(O)(c2ccc(Cl)cc2)CC1 (stereo not drawn)
→ -1 | -2 | -10 | -3 | 3 | -4 | 2 | 10 | 10 | 3
#41 COc1cccc(-c2ccc(C#N)c(SCC(=O)NCCc3ccccc3)n2)c1
→ 7 | -4 | -25 | -4 | -8 | -7 | -7 | 0 | -13 | -13
#42 CC(C)(C)c1ccc(/C=N/Nc2ccc(C(=O)O)cc2)cc1
→ -7 | -3 | 1 | 3 | 7 | 0 | -11 | 7 | -14 | -13
#43 COc1ccc2nc(NC(=O)C3CCCN(S(=O)(=O)c4cccs4)C3)sc2c1 (stereo not drawn)
→ -3 | -2 | 5 | -23 | -9 | 5 | 1 | 11 | -7 | 1
#44 CCN(CC)CCNC(=O)Cn1nc(Cc2cccnc2)c2ccccc2c1=O
→ -2 | -2 | 5 | -1 | -5 | 0 | 4 | -1 | 3 | 8
#45 C=CCNc1nnc(Cc2ccc(F)cc2)c(=O)[nH]1
→ 2 | 9 | 1 | 11 | 11 | -1 | 1 | -2 | -10 | 4
#46 Cc1ccc(CNC(=O)[C@H](C)NC(=O)C2CCN(C(=O)[C@@H](N)CC(C)C)CC2)cc1
→ 5 | 12 | -21 | 3 | 5 | -1 | 1 | 4 | -3 | 1
#47 CCOC(=O)N1CCN(C(=O)C[C@@H]2C[C@@]3(C(=O)OC)CCCCC=C3N(Cc3ccc(Cl)cc3Cl)C2=O)CC1
→ -3 | 6 | 7 | -7 | -5 | 1 | 3 | 5 | -1 | 3
#48 Cc1ccc(S(=O)(=O)NCC(=O)NCC(=O)NCCc2ccc(Cl)cc2)cc1C
→ -1 | -5 | 4 | 0 | -2 | -1 | 0 | 0 | 19 | -2
